Compound activity deposited in PubChem BioAssay by The Scripps Research Institute Molecular Screening Center.
CHO parental Ca: counter-screen: ATP calcium response change in parental CHO cells | parental CHO-K1, ATP-induced calcium, Fluo-8 fluorescence | inhibition, % at 5.6 µM | 330,000 tested, 0.63% active | AID 463079;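 active = inhibition above that plate's mean sample inhibition plus 3 SD, cut at about 26% in these data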;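 note: 0% = ATP-challenged DMSO wells and 100% = DMSO wells without ATP; some compounds past the cut are filed as inactive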
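Measured by: calcium-sensitive Fluo-8 fluorescence / Test system: CHO parental line / Controls: ATP-challenged DMSO wells low, unchallenged DMSO wells high / Measure: % inhibition / Compound: single nominal dose of 5.6 µM per compound / Replicates: single well per compound, no replicates / Reagent: ATP as calcium-mobilizing challenge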
M4 antag: blocks acetylcholine activation of human M4 receptor; inhibition, % at 3 µM; AID 624125; CHO-hM4 cells, ACh EC80, Fluo-8 calcium fluorescence; P08173; 360,000 tested, 0.73% active;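 active = inhibition above its plate's cutoff, the mean inhibition of sample wells plus 3 SD, cut at about 27% in these data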;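 note: 0% = acetylcholine EC80 with DMSO and 100% = DMSO without agonist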
M1 ag: human M1 muscarinic receptor agonism; activation, % at 3 µM; AID 588814; P11229; CHO-K1 hM1, Fluo-8 calcium fluorescence, agonist mode; 0% DMSO, 100% acetylcholine EC100; 360,000 tested, 0.33% active;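 active = activation above the run's mean compound activation plus 3 SD, cut at about 16% in these data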;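 note: peak over basal fluorescence ratio within a 140 s kinetic read after compound addition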
Target sequence (P11229 whole entry, looked up): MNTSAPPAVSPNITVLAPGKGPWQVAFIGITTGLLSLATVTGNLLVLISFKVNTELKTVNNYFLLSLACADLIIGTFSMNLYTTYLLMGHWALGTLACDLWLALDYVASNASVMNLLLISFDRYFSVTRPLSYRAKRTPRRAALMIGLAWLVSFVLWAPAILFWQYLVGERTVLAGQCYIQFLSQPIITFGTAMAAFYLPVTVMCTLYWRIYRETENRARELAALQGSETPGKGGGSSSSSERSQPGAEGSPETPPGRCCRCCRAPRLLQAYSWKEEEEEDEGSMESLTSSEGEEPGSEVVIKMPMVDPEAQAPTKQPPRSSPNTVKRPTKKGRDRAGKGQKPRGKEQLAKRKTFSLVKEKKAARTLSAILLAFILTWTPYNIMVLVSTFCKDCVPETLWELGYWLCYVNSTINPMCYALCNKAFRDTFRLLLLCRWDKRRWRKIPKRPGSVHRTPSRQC
CHRM4 agonist: CHRM4 agonism in calcium assay. P08173. CHO-K1 hM4/Gqi5, Fluo-8 calcium fluorescence; vehicle 0%, full acetylcholine response 100%. activation, % at 3 µM. 360,000 tested, 0.14% active. AID 624127;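 active = activation above the run mean over all test wells plus 3 SD, cut at about 32% in these data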;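 note: peak over basal fluorescence ratio per well then scaled between controls; 0% = DMSO wells and 100% = acetylcholine at EC100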
M1 antag: blocks human M1 muscarinic receptor; P11229; CHO-K1 hM1, Fluo-8 calcium fluorescence, ACh EC80 antagonist; inhibition, % at 3 µM; 360,000 tested, 1.3% active; AID 588852;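 active = percent inhibition above its own plate's cutoff, namely the mean of that plate's compound wells plus 3 SD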;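 note: peak over basal fluorescence ratio during 140 s after agonist addition; 0% = ACh EC80 plus DMSO and 100% = DMSO alone without agonist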
M1 PAM: human CHRM1 positive allosteric modulation. P11229. CHO-K1 hM1, Fluo-8 calcium fluorescence, ACh EC20; 0% = ACh EC20, 100% = maximal ACh. activation, % at 3 µM. 360,000 tested, 0.088% active. AID 588819; in the data active = activation above about 19%, passing the limit was not always enough
CHO-K1 Ca antag: counter-screen for M1 antagonists: effect in parental CHO-K1 cells; ATP-induced calcium, Fluo-8 fluorescence; inhibition, % at 3 µM; 360,000 tested, 0.6% active; AID 602250;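 active = inhibition above a per-plate cutoff, the plate's mean sample inhibition plus 3 SD, cut at about 24% in these data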;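 note: 0% = DMSO plus EC80 ATP and 100% = DMSO alone without ATP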
OXTR potentiate: potentiates the human oxytocin receptor response | activation, % at 3 µM | CHO-OTR cells, Fluo-8 calcium fluorescence, potentiator mode; 0% = oxytocin EC15, 100% = EC100 | 320,000 tested, 0.061% active | AID 2445;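 active = activation above that plate's cutoff, the mean activation of tested compounds plus 3 SD, cut at about 6.6% in these data, passing the limit was not always enough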;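 note: 100% uses oxytocin at 75 nM as the full agonist control; some results filed as inactive read as strong as hits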
Target sequence (P30559 whole entry, looked up): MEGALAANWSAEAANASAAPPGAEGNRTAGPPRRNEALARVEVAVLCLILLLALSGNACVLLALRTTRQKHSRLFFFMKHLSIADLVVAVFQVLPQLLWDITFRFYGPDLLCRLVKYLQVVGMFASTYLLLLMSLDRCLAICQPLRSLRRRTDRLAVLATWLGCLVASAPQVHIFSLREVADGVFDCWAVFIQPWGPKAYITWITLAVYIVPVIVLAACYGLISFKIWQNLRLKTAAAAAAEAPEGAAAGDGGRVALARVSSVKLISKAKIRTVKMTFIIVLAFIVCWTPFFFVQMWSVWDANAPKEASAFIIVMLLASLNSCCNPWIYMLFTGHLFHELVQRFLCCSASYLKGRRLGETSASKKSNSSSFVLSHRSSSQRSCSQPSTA
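Assay system: CHO-OTR cells, human receptor / Also added: oxytocin at about EC15, sub-maximal agonist stimulus / Dosing: single dose, 3.0 µM nominal final compound concentration / Incubation: 6 min pre-incubation, 100 s read / Technique: Fluo-8 calcium dye fluorescence / Read-out: % activation vs EC15 and EC100 oxytocin / Benchmarks: EC15 oxytocin low, 75 nM oxytocin high / Replicates: singlicate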
CHO-K1 Ca ag: M1 agonist counterscreen hit in parental CHO-K1 cells; 360,000 tested, 0.48% active; activation, % at 3 µM; AID 602248; Fluo-8 calcium fluorescence; scaled to maximal ATP response, vehicle zero; in the data active = activation above about 15%;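 note: untransfected CHO-K1 host cells lacking M1 receptor as counterscreen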
An asterisk follows results filed as active; x = no result given.

SMILES	CHO parental Ca	M4 antag	M1 ag	CHRM4 agonist	M1 antag	M1 PAM	CHO-K1 Ca antag	OXTR potentiate	CHO-K1 Ca ag
COC(=O)/C=c1\sc2ncnn2c1=O	-13	0	-2	1	-2	2	-4	-3	0.4
Cc1ccc(Nc2nc(N)nc(CN3CCc4ccccc4C3)n2)cc1	-36	-8	-3	-1	-13	11	-18	-15	0.3
O=Cc1cc2ccccc2nc1SCCCF	3	2	-7	0	0	2	6	-8	-0.6
CC(C)CSc1n[nH]c(N)n1	0	-4	-6	0	-12	10	-19	0	0.5
Cc1ccc([N+](=O)[O-])cc1S(=O)(=O)Nc1ccc(OCC(=O)N2CCOCC2)cc1	3	5	-2	2	-4	2	-8	2	0.8
CCOC(=O)C1CCCN(C(=O)c2ccc3c(c2)CCO3)CC1 (stereo not drawn)	x	-8	-5	1	-10	3	-3	x	-0.2
CN1CCN(S(=O)(=O)c2cccc(C(=O)NC3CCCc4ccccc43)c2)CC1 (stereo not drawn)	-25	-5	-4	2	-28	9	-12	-8	1.2
COc1cccc(NC(=O)COC(=O)CCn2c(C)csc2=O)c1	-5	-1	-2	0	-12	11	-9	-7	1.1
O=C(CNC(=O)c1ccc(Oc2ccccc2)cc1)OC1CCCCC1=O (stereo not drawn)	21	4	-4	3	3	-1	6	-10	0.9
C[N+](C)(C)CCC(=O)N1C/C(=C/c2ccccc2)C(=O)/C(=C\c2ccccc2)C1	x	4	-8	0	-10	1	-3	x	0.3
Cc1cccc(OCc2nnc(SCC(=O)N3CCCCC3)o2)c1	-16	2	-4	2	3	2	-8	-8	1.9
O=C1OC[C@@H]2CCCN2C(=O)[C@@H](CC(=O)N(CCO)Cc2ccccc2)C/C=C\C[C@H]1Cc1ccc(F)cc1	-18	8	-3	13	13	-2	9	-9	2.3
CCOCC(=O)Nc1ccccc1C(=O)N1CCOCC1	-4	6	-5	1	-1	9	-3	-9	1.4
O=C(NNC(=O)c1cc(Cl)ccc1O)c1ccc(NS(=O)(=O)c2cccs2)cc1	-10	4	-4	-1	-9	9	2	6	0.7
COc1ccccc1CNC(=O)CSc1nnc2c(n1)[nH]c1ccc(F)cc12	4	-5	1	1	-10	2	-9	-9	1.1
CCOC(=O)Cc1nnc2c(Nc3ccccc3F)nc3nonc3n12	0	4	1	12	-4	1	22	-8	6.5
COc1ccc(O)c(CN2CCC(n3nccc3NC(=O)C3CCCC3)CC2)c1	-15	-10	-3	2	-9	-3	1	-4	0.0
CC1CCC(NC(=O)COC(=O)C2CC3CCCC(C2)C3=O)CC1 (stereo not drawn)	9	-16	-4	1	-6	3	3	-1	0.6
CC(=O)c1cc2c(cc1NC(=O)CSc1nc3ccc(C)cc3[nH]1)OCO2	-18	8	-5	5	0	1	-6	2	3.7
Cc1cc(C)cc(N(C(=O)CNC(=O)c2ccco2)C(C(=O)NC2CCCCC2)c2ccncc2)c1 (stereo not drawn)	2	0	-8	1	-10	7	-13	-5	1.1

An excerpt from above in order of molar mass, high to low.
SMILES	CHO parental Ca	M4 antag	M1 ag	CHRM4 agonist	M1 antag	M1 PAM	CHO-K1 Ca antag	OXTR potentiate	CHO-K1 Ca ag
CC(=O)c1cc2c(cc1NC(=O)CSc1nc3ccc(C)cc3[nH]1)OCO2	-18	8	-5	5	0	1	-6	2	3.7
Cc1ccc(Nc2nc(N)nc(CN3CCc4ccccc4C3)n2)cc1	-36	-8	-3	-1	-13	11	-18	-15	0.3
COC(=O)/C=c1\sc2ncnn2c1=O	-13	0	-2	1	-2	2	-4	-3	0.4

(cont.)
SMILES	CHO parental Ca	M4 antag	M1 ag	CHRM4 agonist	M1 antag	M1 PAM	CHO-K1 Ca antag	OXTR potentiate	CHO-K1 Ca ag
CC1CCN(S(=O)(=O)c2cc(F)ccc2CN2C(=O)c3cccnc3C2=O)CC1	5	0	0	3	-9	7	-10	-16	2.2
CCN1CCN(CNC(=O)c2cnccn2)CC1	1	-1	-2	1	-10	8	3	-12	0.2
CC(=O)C[C@H]1c2cc(F)ccc2S(=O)(=O)N1c1ccc(N(C)C)cc1	4	-1	-13	2	-4	-1	-8	1	0.4
Cc1nc(-c2ccc(Cl)cc2)sc1C1(C)CC(c2ccc([N+](=O)[O-])cc2)=NO1 (stereo not drawn)	-10	-27	-4	4	6	1	-6	-1	0.0
CC1(C)Cc2ccccc2C2=NNC(=O)C2=N1	1	0	-4	2	-3	7	-1	-20	0.1
O=C(O)c1ccc(O)c2ncccc12	x	-2	0	1	-14	5	-10	x	0.3
CCOC(=O)c1ccc(N/C=C/C(=O)c2ccc(OC)c(OC)c2)cc1	-32	-13	-5	3	2	-1	-2	-2	2.5
COc1cccc(NC(=O)CN(C)C(=O)c2cc(-c3ccccc3)nn2-c2ccccc2)c1	-24	-15	-1	4	-28	24*	-14	-7	0.3
CC(NC(=O)NC(=O)c1cccc(Cl)c1)c1ccccc1 (stereo not drawn)	2	-4	0	5	-9	10	-3	-15	2.5
O=C1C2CCCN2c2ccc(S(=O)(=O)N3CCOCC3)cc2N1Cc1ccccc1F (stereo not drawn)	-8	11	-5	0	2	1	-6	-3	0.2
CC(OC(=O)CCc1nc2ccccc2c(=O)[nH]1)C(=O)Nc1ccc2c(c1)OCO2 (stereo not drawn)	-8	5	-5	1	-9	6	-2	5	0.9
C=CCn1c(N)c(C(=O)NCc2ccco2)sc1=S	6	-4	-2	1	-5	6	-14	-2	0.3
COc1ccc(NC(=O)CNc2ccccc2N2CCCC2=O)cc1S(=O)(=O)N1CCOCC1	-13	-15	-5	0	-6	6	-17	0	0.6
CCN(C(=O)CSc1ncccc1C(=O)OC(C)C)c1cccc(C)c1	-1	-3	-3	-1	5	1	-9	-6	2.1
CCCc1ccc(O)c(N=Cc2cc(Br)cc(OCC)c2O)c1	3	1	-5	1	-5	12	-7	-6	0.6
COC(=O)c1cc(=O)nc2sc(-c3cccs3)nn12	5	0	-4	0	3	0	-10	5	0.2
COc1ccc(-c2noc(CN(C)C(=O)c3ccoc3C)n2)cc1	-2	11	-1	8	2	3	2	-15	8.5
O=C(CSc1nc2ccccc2nc1N1CCOCC1)N1CCN(c2ccccc2)CC1	-21	7	-6	8	-1	1	4	-8	1.6
Cc1cc(=O)[nH]c(N/N=C/c2ccccc2Cl)n1	-12	-9	-4	0	-4	3	0	-4	-0.5
CCCc1nn(C(=O)c2ccccc2)c2c1C(=O)CC(C)(C)C2	-5	2	-4	0	-3	7	-11	-4	-0.4
CC(C)(C)C(=O)Nc1ccc(C(=O)NCc2cccnc2)cc1	-5	0	-4	1	-12	12	-11	-23	1.0
Cc1csc(OCc2ccc(C#N)cc2)n1	-4	11	-3	0	2	2	-8	-3	0.4
Cc1ccc(NC(=O)CCC(=O)NNC(=O)C(c2ccccc2)c2ccccc2)c(C)c1	-16	11	-2	-1	17	0	11	-8	-0.7
O=C(Nc1ccc(N2CCCC2)c(Cl)c1)c1ccccc1F	x	-3	-7	0	-13	3	0	x	-0.1
CCc1ccc(-c2nc(CN3CCC(C(=O)N4CCN(c5ccccc5)CC4)CC3)c(C)o2)cc1	2	10	4	41*	7	-11	1	-11	8.6
Cc1cc(N(C)C)c(C#N)c(NCc2ccccc2)n1	1	-1	-6	0	-5	5	-10	-10	0.0
COc1ccccc1-c1nnc(SCC(=O)Nc2ccccc2)o1	-17	-4	0	3	-10	4	-24	-2	4.2
COc1ccc(Cl)cc1NC(=O)C(C)NC(c1ccccc1)c1ccccc1 (stereo not drawn)	-12	12	-6	-1	1	0	7	-3	-0.5
O=C(C[n+]1cc(-c2ccccc2)n2c1CCCCC2)c1ccc(Br)cc1	-18	0	-8	0	6	-2	5	1	0.1
COc1cc2c(c(OC)c1OC)C(c1ccc(C)cc1)CC(=O)O2 (stereo not drawn)	-18	-25	0	-1	-3	2	-24	x	2.0
COC(=O)COc1c(Cl)cc(Cl)c2ccc(C)nc12	-14	-9	-6	1	-17	13	-12	-1	1.1
CCOC(=O)c1ccc(NC(=O)c2cc(F)c(F)cc2Cl)cc1	-5	-8	-4	2	-2	4	-19	-8	5.0
CC(C)(C)N1C(=O)c2ccc(C(=O)NCc3ccco3)cc2C1=O	-8	-2	-2	6	-8	8	0	-10	1.1
O=C1CC(N2CCN(c3ccccc3)CC2)C(=O)N1Cc1ccc(Cl)cc1 (stereo not drawn)	-26	-9	-3	2	3	4	-13	-2	1.5
CC(=O)c1ccc(NC(=O)C(C)OC(=O)C2CC(=O)N(c3ccc4c(c3)OCCO4)C2)cc1 (stereo not drawn)	-12	15	-3	2	-4	3	-6	-2	1.3
CCCOc1ccc(CN(C)c2ncnc(N)n2)cc1	-6	1	-2	0	1	8	14	-2	0.4
COc1ccccc1NC(=O)CSc1nnc(-c2ccoc2C)o1	-19	0	-1	3	1	3	5	-2	1.1
CNS(=O)(=O)c1cccc(C(=O)OCCCOC(=O)c2cccc(S(=O)(=O)NC)c2)c1	x	9	2	10	8	-6	-2	x	8.5
COc1ccc(OC)c(N/C(C)=C/C(=O)c2ccc(C)o2)c1	-3	-3	-4	1	2	-1	-5	0	1.0
O=C(NCc1ccc(OC(F)(F)F)cc1)C12CN(Cc3ccccc3)CC1C(c1cccc([N+](=O)[O-])c1)=NO2 (stereo not drawn)	-7	19	-2	1	6	0	-14	3	0.9
COc1cc(OC)cc(-c2cc3ccccc3c(=O)o2)c1	-23	-5	-9	0	-4	-2	-10	4	-0.1
Cc1ccc(S(=O)(=O)Nc2cc(C)c(O)c(S(=O)(=O)c3ccc(C)cc3)c2)cc1	-11	3	-3	-2	-7	5	-6	2	-0.1
O=C(O)c1n[nH]c2c1CCCCC2	6	1	-2	1	-4	8	-4	2	0.1
O=C(c1cccc(S(=O)(=O)Nc2ccc(Br)cc2)c1)N1CCCC1	-21	-4	0	2	-3	5	-2	1	2.7
CCOC(=O)C1(C)CCCN1C(=O)c1ccc(F)c(Cl)c1 (stereo not drawn)	x	-14	-2	-1	-13	5	0	x	0.3
Cc1ccc(S(=O)(=O)N2CCN(C(=O)CC(C)n3cncn3)CC2)cc1C (stereo not drawn)	-12	8	-5	2	-23	15	-18	-3	0.9
Cc1ccccc1Sc1ncnc2onc(C)c12	-1	7	-4	-1	-7	1	-7	-10	-0.3
NC(=O)c1ccc(N=Cc2c(O)ccc3ccccc23)cc1	3	4	-3	1	2	5	-2	-3	0.2
COc1cccc(/C=C(/C(=O)OCC(N)=O)c2ccccc2)c1	-14	-7	-1	1	5	5	-5	-3	-0.6
CCc1nc(N)nc(N)c1-c1ccc(N(C)Cc2ccccc2)c([N+](=O)[O-])c1	x	8	6	28	95*	-30	-11	x	9.0
O=C(Nc1cccn(Cc2ccc(F)cc2)c1=O)NC1CCCCC1	-21	2	-2	2	9	0	11	-6	0.4
